HCV inhibitor: HCV inhibition | Huh7.5.1 HCVcc-Cre infection, luciferase reporter, 44 h | Potency, µM (titrated, usually from 41.8 µM), for the others: at the top dose activity change, negative = inhibition, hits mostly inhibitors | 340,000 compounds, 3.4% hits | AID 651820; also: potency is read from the fitted curve at half-maximal effect
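Infectious HCVcc-Cre (~0.5 moi) was added to cells just after compound, with cells seeded 4 h earlier at 1,000 per well. Luciferase activity after 44 h culture reported infection; substrate was incubated 15 min at room temperature before reading.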
Sm TGR block: inhibitors of Schistosoma mansoni thioredoxin glutathione reductase. AID 485364. purified TGR, DTNB reduction, TNB absorbance 405 nm. Potency, µM (series often up to 114 µM), without a hit: top-dose activity change, negative = inhibition, most hits filed as inhibitors. Q962Y6. 360,000 compounds, 3% hits; also: potency is read from the fitted curve at half-maximal effect; nearly all actives have a fitted effect of over 60% in size
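TGR 20 nM + NADPH 100 uM (dispensed conc.), cpd preinc 15 min RT; start with NADPH (500 uM addition) then DTNB (15 mM addition). Kinetic TNB absorbance, 405 nm filter. Four-parameter Hill fit across titration.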
AmpC detergent: AmpC beta-lactamase inhibition with detergent present; AmpC hydrolysis of nitrocefin, absorbance 480 nm, 0.01% Triton; Potency, µM (highest dose often 114 µM), without a hit: at the top dose activity change, negative = inhibition, hits mostly inhibitors; 370,000 compounds, 0.041% hits; AID 485294;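 also: potency is read from the fitted curve at half-maximal effect; 0% = no-compound wells and -100% = no-enzyme wells; nearly all actives have a fitted effect of over 25% in size; some results filed as inactive show a strong effect at the top dose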
Target sequence (P00811 whole entry, looked up): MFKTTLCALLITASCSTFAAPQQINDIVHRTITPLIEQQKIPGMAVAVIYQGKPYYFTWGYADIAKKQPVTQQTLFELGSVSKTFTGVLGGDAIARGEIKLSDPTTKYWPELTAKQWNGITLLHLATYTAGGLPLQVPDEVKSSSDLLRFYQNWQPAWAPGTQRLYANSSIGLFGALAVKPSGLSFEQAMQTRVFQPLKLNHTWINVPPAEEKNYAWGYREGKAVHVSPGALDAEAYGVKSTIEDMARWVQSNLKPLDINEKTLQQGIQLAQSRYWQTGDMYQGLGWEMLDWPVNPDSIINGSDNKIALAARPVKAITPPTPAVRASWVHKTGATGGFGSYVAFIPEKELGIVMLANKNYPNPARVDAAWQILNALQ
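AmpC (5.3 nM in the dispensed reagent) in 20 mM phosphate pH 7.0 with 0.01% (detergent screen) or 0.0001% Triton X-100 was preincubated with compounds for 15 min at room temperature. Nitrocefin was then added from an 800 uM solution, and hydrolysis was followed at 480 nm.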
AMA1-RON2 inh: AMA1-RON2 (P. falciparum) interaction inhibition; AlphaScreen AMA1-biotinylated RON2 peptide binding; Potency, µM (titrated, usually from 58.2 µM), for the others: top-dose activity change, negative = inhibition, actives largely listed as inhibitors; 360,000 compounds, 0.2% hits; AID 720542;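 also: potency is read from the fitted curve at half-maximal effect; 0% = vehicle wells and -100% = peptide control; nearly all actives have a fitted effect of over 45% in size; some results filed as inactive show a strong effect at the top dose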
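AMA1 (3D7) with his tag at 25 nM final met compounds first, then biotinylated RON2 peptide at 25 nM; detection used donor plus acceptor beads, 10 µg/mL apiece, read by AlphaScreen after 30 min at room temperature.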
Giardia FBPA inh: Giardia lamblia aldolase inhibition; A8B2U2; purified Giardia FBPA; Potency, µM (titrated, usually from 59.6 µM), inactives show at the highest dose activity, negative = inhibition, most hits filed as inhibitors; 290,000 compounds, 0.71% hits; AID 2451; also: potency is read from the fitted curve at half-maximal effect; nearly all actives have a fitted effect of over 55% in size
Target sequence (A8B2U2 whole entry, looked up): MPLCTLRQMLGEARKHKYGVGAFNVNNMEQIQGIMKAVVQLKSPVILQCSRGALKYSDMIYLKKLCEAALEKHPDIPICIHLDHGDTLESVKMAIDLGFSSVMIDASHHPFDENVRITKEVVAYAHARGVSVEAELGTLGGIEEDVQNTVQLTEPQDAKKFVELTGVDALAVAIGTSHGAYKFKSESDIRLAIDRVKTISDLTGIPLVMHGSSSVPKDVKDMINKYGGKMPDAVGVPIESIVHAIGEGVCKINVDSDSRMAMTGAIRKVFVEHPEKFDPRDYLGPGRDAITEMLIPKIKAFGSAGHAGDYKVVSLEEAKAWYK
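Giardia FBPA (40 nM reagent) was preincubated 10 min at RT with compound (up to 57.5 uM final), then substrate plus GAPDH/TPI/NAD/arsenate coupling system with diaphorase/resazurin was added; resorufin fluorescence (525/598 nm) was read after 20 min.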
HCMV antiviral: blocks human cytomegalovirus replication. HFF cells, HCMV-luciferase reporter, 72 h; stronger effect = lower value. 410,000 compounds, 4.5% hits. activity change, negative = inhibition, % at 57.5 µM; in the data active = activity change below about -60%; inconclusive = no clear call, values can overlap the other calls; inactive = above about -39%
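Luciferase read-out from HCMV-luciferase-infected HFFs (MOI 1 PFU/cell) 72 h post infection at 37C; compounds added after 16 h cell attachment; activity normalized between buffer-only basal and Salinomycin (10uM) inhibitor controls.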
Active calls of the source: *; ? = inconclusive; . = not tested or not shown; [ ] = another dose, or the depositor's remark. Unless noted, calls follow the shape of the dose curve; as a rule, active = well fitted curve in the direction sought with a large enough effect; inconclusive = small, poorly fitted or top-dose-only effect, or another doubt; inactive = no such curve, though single readings can be large; an effect the other way counts as inactive or inconclusive. Unless noted, % is scaled to controls: 0 for no effect and ±100 for the full control effect.

smiles | HCV inhibitor | Sm TGR block | AmpC detergent | AMA1-RON2 inh | Giardia FBPA inh | HCMV antiviral
COc1ccc(Br)cc1/C=N/n1c(COc2ccccc2)n[nH]c1=S | -2% | -14% | -14% | 23% | 5% | -24
O=C(Nc1ccc(S(=O)(=O)Nc2nccs2)cc1)c1cccc(N2C(=O)c3ccccc3C2=O)c1 | 16% | 3% | -6% | -1% | 0% | 0
Cc1cc(C)c(C#N)c(SCC(=O)N(CCC#N)c2ccc3c(c2)OCCO3)n1 | ? | 1% | ? | -9% | . | -17
Cc1cccc(NC(=O)CN(CCc2ccccc2)S(C)(=O)=O)c1 | -8% | -1% | -12% | 13% | -7% | -4
CCCN(CCC(=O)Nc1ccccc1F)CC1CC1 | 10% | -2% | 2% | 12% | -2% | 13
CSc1ccccc1NC(=O)Cc1ccccc1 | -1% | . | 3% | 15% | 8% | 4
Clc1nssc1=Nc1ccc(Br)cc1 | ? | -18% | -5% | -25% | ? | ?
O=C(O)Cc1ccc(NC(=O)COc2ccc3ccccc3c2)cc1 | . | -3% | -4% | -18% | . | 20
COc1ccc(CCNC(=O)C2CCN(S(=O)(=O)N3CCC(C)CC3)CC2)cc1OC | -7% | 4% | 1% | -5% | . | -21
O=C1CCN(Cc2ccccc2)CCN1CCOc1ccccc1 | ? | 1% | -3% | 0% | -2% | -77*

Of the compounds above, these contain nitrogen in an aromatic ring:
smiles | HCV inhibitor | Sm TGR block | AmpC detergent | AMA1-RON2 inh | Giardia FBPA inh | HCMV antiviral
COc1ccc(Br)cc1/C=N/n1c(COc2ccccc2)n[nH]c1=S | -2% | -14% | -14% | 23% | 5% | -24
O=C(Nc1ccc(S(=O)(=O)Nc2nccs2)cc1)c1cccc(N2C(=O)c3ccccc3C2=O)c1 | 16% | 3% | -6% | -1% | 0% | 0
Cc1cc(C)c(C#N)c(SCC(=O)N(CCC#N)c2ccc3c(c2)OCCO3)n1 | ? | 1% | ? | -9% | . | -17
Clc1nssc1=Nc1ccc(Br)cc1 | ? | -18% | -5% | -25% | ? | ?

Next section
smiles | HCV inhibitor | Sm TGR block | AmpC detergent | AMA1-RON2 inh | Giardia FBPA inh | HCMV antiviral
O=C(N/C(=C\c1cccs1)C(=O)N1CCOCC1)c1cccs1 | 13% | -4% | 3% | 3% | 2% | -25
Nn1c(SCC(=O)N2CCCc3ccccc32)nnc1-c1ccccc1 | 0% | 2% | 3% | -7% | 0% | -20
O=C(NCCc1ccccc1Cl)c1ccc2c(c1)nc1n2CCCCC1 | . | -7% | -7% | . | . | -81*
COc1cccc(N(CC(=O)NCCSc2ccc(Cl)cc2)S(C)(=O)=O)c1 | -7% | -3% | 7% | -2% | -1% | 4
Cc1ccc(CN(C(=O)Cn2nnc3ccccc32)C(C(=O)NCc2ccco2)c2ccc(C)o2)cc1 (stereo unspecified) | ? | 0% | ? | 8% | 0% | -31
Cc1ccc(C(CC(=O)Nc2cc(C)cc(C)c2)N2Cc3ccccc3C2=O)cc1 (stereo unspecified) | . | -5% | 2% | . | . | -9
Cc1ccc(S(=O)(=O)NC(=O)Nc2c(C)cccc2C)cc1 | 12% | 2% | -9% | 8% | 9% | -14
CC(=O)C1=C(C)Nc2ncnn2C1c1cccc(Br)c1 (stereo unspecified) | 27% | -6% | ? | -6% | 6% | 1
Cc1ccc2cn[nH]c2c1NC(N)=S | 14% | -8% | -14% | 34%[activator] | 0% | -3
O=C(Cc1ccccc1F)Nc1ccc(S(=O)(=O)Nc2ncccn2)cc1 | 18% | -2% | -3% | -13% | -5% | -19

Structures listed so far with two or more sulfur atoms:
smiles | HCV inhibitor | Sm TGR block | AmpC detergent | AMA1-RON2 inh | Giardia FBPA inh | HCMV antiviral
O=C(Nc1ccc(S(=O)(=O)Nc2nccs2)cc1)c1cccc(N2C(=O)c3ccccc3C2=O)c1 | 16% | 3% | -6% | -1% | 0% | 0
Clc1nssc1=Nc1ccc(Br)cc1 | ? | -18% | -5% | -25% | ? | ?
O=C(N/C(=C\c1cccs1)C(=O)N1CCOCC1)c1cccs1 | 13% | -4% | 3% | 3% | 2% | -25
COc1cccc(N(CC(=O)NCCSc2ccc(Cl)cc2)S(C)(=O)=O)c1 | -7% | -3% | 7% | -2% | -1% | 4

Next structures
smiles | HCV inhibitor | Sm TGR block | AmpC detergent | AMA1-RON2 inh | Giardia FBPA inh | HCMV antiviral
C=CCc1cc(Cl)ccc1OCCOCCNCCOC | ? | 6% | -2% | 4% | -10% | 8
CCCCCOc1ccc(Br)cc1/C(C)=N/NC1=NCCN1 | 6.3µM* | -19% | 5% | 59%[activator] | -1% | -92*
COc1cccc(NC(=O)C(c2ccccc2)N2CCNC(=O)C2)c1 (stereo unspecified) | . | -3% | -1% | . | 2% | .
CN(CC(=O)NCc1ccc2c(c1)OCO2)CC(=O)Nc1ccc(F)c(F)c1F | 8% | -6% | ? | 47%[activator] | . | 0
CCC1CCC2(CC1)NNC(=S)NN2 | 0% | -10% | -5% | 14% | 13µM* | -62*
CC(=O)c1cc(-c2ccc(F)cc2)n(CCC(=O)Nc2nc3ccc(C)cc3s2)c1C | . | 11% | 12% | . | . | 0
O=C(NCC1CCCO1)c1cccc(F)c1 (stereo unspecified) | 20% | 12% | 3% | 10% | 3% | 1
COc1ccc(Cc2nnc(NC(=O)c3ccc(Cl)c([N+](=O)[O-])c3)s2)cc1 | -2% | 10% | -2% | 15% | 0% | 30
CCCCN1C(Nc2ccccc2)=NC[C@@H]1Cc1ccccc1 | 8% | -4% | ? | 13% | . | -7
Cc1c(Cl)cccc1Nc1n[nH]c(=S)s1 | 20% | . | . | 23% | . | -66*
CC(N=C1NS(=O)(=O)c2ccccc21)C(=O)NCc1ccc(F)cc1 (stereo unspecified) | -8% | . | . | 0% | . | 3
CN(C)c1ccc(/C=N\NC(=S)SCN2C(=O)C3CCC(C)(C2=O)C3(C)C)cc1 (stereo unspecified) | ? | ? | 1% | 54%[activator] | 3% | -13
CNC(=O)/C(C#N)=C1\SC(Cc2ccc(F)cc2)C(=O)N1c1ccccc1C (stereo unspecified) | 0% | 1% | -2% | -4% | -2% | 22
CNc1cc(F)nc(F)n1 | -5% | -9% | -5% | 13% | 0% | 1
O=C(CSc1ccccn1)Nc1ccc2c(c1)CCC2 | -9% | 5% | -21% | 5% | . | -26
COCCN(C(=O)CSc1ncn[nH]1)c1c(N)n(Cc2ccccc2)c(=O)[nH]c1=O | 8% | -7% | ? | 3% | . | -22
COc1ccc(C(=O)Nc2ccccc2C(=O)N2CCN(c3ccccc3)CC2)cc1 | . | -2% | -14% | 6% | . | ?
COc1ccc(-c2cc(C(=O)N3CCOCC3)c3cc(C)ccc3n2)cc1 | -25% | 0% | -11% | 0% | 5% | 132
Cc1noc(C)c1C(=O)N1CCCC(N2CCN(c3cccc(C(F)(F)F)c3)CC2)C1 (stereo unspecified) | -13% | -25% | ? | 6% | 2% | -2
CC(=O)C1=C(C)NC(SCc2ccc(C#N)cc2)=C(C#N)C1c1ccco1 (stereo unspecified) | ? | -21% | ? | 35%[activator] | -12% | -26
Cc1ccc(/C=C2\Oc3c(ccc(O)c3CN3CCN(CCO)CC3)C2=O)cc1 | -7% | -22% | -10% | -1% | -8% | 63
Cc1cc(C)n2[nH]c(=O)c(N=Nc3cccc(Cl)c3)c2n1 | 13% | -6% | -7% | 6% | ? | -5
O=C1c2ccc(Oc3ccc4c(c3)C(=O)N(CCCCO)C4=O)cc2C(=O)N1CCCCO | 14% | 7%[11.4 µM] | 1% | -3% | 0% | -21
N#Cc1cccc(NC(=O)COC(=O)CCc2nc3ccccc3c(=O)[nH]2)c1 | 3% | -20% | 3% | -3% | -7% | -11
CC1=C(C(=O)OC(C)(C)C)C(c2ccc3ccccc3c2)NC(=O)N1C (stereo unspecified) | ? | -15% | -6% | 59%[activator] | 1% | 0
O=C(/C=C/c1cccs1)NCc1cccnc1 | 1% | 1% | -15% | -13% | 3% | 18
COc1ccc(C(=O)Nc2c(N)nc(SCC(=O)Nc3ccc(NC(C)=O)cc3)[nH]c2=O)cc1 | -7% | 2% | -1% | -7% | . | 9
CN1C(=O)c2ccccc2N(C)C1c1ccc2c(c1)OCO2 (stereo unspecified) | -10% | -2% | -16% | 1% | 7% | -8
CC(=O)NS(=O)(=O)c1ccc(N/C(N)=N/c2nc(C)cc(C)n2)cc1 | 17% | -1% | -1% | -2% | ? | 3
Cc1ccc(S(=O)(=O)N(C)c2ccc(OCC(=O)OCc3nnc(-c4ccccc4)o3)cc2)cc1 | 14% | . | . | 1% | . | -1
O=C(NC1CCCCC1)N(Cc1cc2cc3c(cc2[nH]c1=O)OCCO3)C1CCCCC1 | 11µM* | 2% | ? | 4% | -5% | -80*
CCCCNC(=O)C1CCN(c2nc(C)cc(C)n2)CC1 | ? | 1% | -2% | -5% | -2% | -38
CCOc1ccccc1CNC(=O)C1CCCN(c2ncnc3c2nc2n3CCCCC2)C1 (stereo unspecified) | -29% | -1% | 1% | 5% | 1% | .
O=C1NC(=O)N(c2ccc(Br)cc2)C(=O)/C1=C/c1ccsc1 | 4% | ? | -7% | -6% | -3% | 13
Cc1cc(=O)n2c(C)n[nH]c2n1 | -25% | -21% | -5% | -2% | -23% | -22
O=C(N/N=C/c1c(O)n(Cc2ccc(F)cc2)c(=O)[nH]c1=O)c1ccccc1O | -3% | 35µM* | -2% | 75%[activator] | ? | 63

Compounds as they come (roughly 9.3% active in at least one column).
